Assay outcomes deposited in PubChem BioAssay by several laboratories.
PrPC TRFRET: inhibitors of human cell surface prion protein PrPC | TR-FRET read-out | P04156 | inhibition, % at 13.8 µM | 370,000 tested, 0.43% active; in the data active = inhibition above about 24%; note: 0% = median of the test wells and 100% = reference compound wells
3CLpro inhibitor: SARS-CoV 3CLpro protease inhibition. recombinant SARS-CoV 3CLpro, quenched FRET peptide cleavage. AID 1706. 290,000 tested, 0.14% active. inhibition, % at 6 µM. P0C6X7; in the data active = inhibition above about 12%
CCHF vOTU inh: blocks the CCHF virus ovarian tumor domain protease; AID 651958; CCHFV vOTU protease, Pep-AMC fluorescence; inhibition, % at 11.5 µM; 370,000 tested, 0.55% active; in the data active = inhibition above about 30%; note: 0% = vehicle wells with enzyme and 100% = no enzyme wells
Anthrax LF prot: inhibitors of Bacillus anthracis lethal factor protease; multiplex microsphere protease cleavage assay, LF; inhibition, % at 10 µM; 360,000 tested, 0.12% active; AID 588501; note: plate controls were buffer without enzyme for full effect and enzyme alone for no effect
BoNT F protease: inhibitors of Botulinum neurotoxin F light chain protease; Multiplex microsphere protease cleavage assay, flow cytometry; inhibition, % at 10 µM; 360,000 tested, 0.22% active; in the data active = inhibition above about 35%, passing the limit was not always enough; inconclusive = no clear call, values can overlap the other calls; note: plate controls were buffer without enzyme for full effect and enzyme alone for no effect
MazF activator: MazEF (E. coli) toxin RNase activation; FAM/BHQ RNA-DNA oligo cleavage fluorescence, 5 h; AID 504720; activation, % at 20 µM; 350,000 tested, 0.32% active; P0AE70; in the data active = activation above about 50%
Target sequence (P0AE70 whole entry, looked up): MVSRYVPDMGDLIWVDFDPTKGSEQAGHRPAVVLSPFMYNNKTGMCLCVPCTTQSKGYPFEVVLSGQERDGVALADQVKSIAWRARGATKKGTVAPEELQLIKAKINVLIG
BoNT-A LC inh2: inhibitors of Botulinum neurotoxin A light chain protease. multiplex microsphere protease substrate cleavage, flow cytometry. inhibition, % at 10 µM. 360,000 tested, 0.17% active. AID 588499; note: plate controls were buffer without enzyme for full effect and enzyme alone for no effect
PriA SSB inh: K. pneumoniae PriA-SSBct interaction inhibition. AlphaScreen SSBct-PriA binding, biotinylated peptide. inhibition, % at 33 µM. AID 1272365. 430,000 tested, 0.6% active; in the data active = inhibition mostly above about 37%, no sharp cut-off; inactive = mostly below about 20%;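 note: plate controls were negative control peptide for no effect and reference peptide for full effect; strong numbers were not always called active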
VHR inh abs: DUSP3 (human) phosphatase inhibition | 290,000 tested, 0.52% active | P51452 | inhibition, % at 13.3 µM | recombinant VHR phosphatase, pNPP absorbance; in the data active = inhibition above about 50%; note: some compounds called inactive have numbers as strong as hits
Target sequence (P51452 whole entry, looked up): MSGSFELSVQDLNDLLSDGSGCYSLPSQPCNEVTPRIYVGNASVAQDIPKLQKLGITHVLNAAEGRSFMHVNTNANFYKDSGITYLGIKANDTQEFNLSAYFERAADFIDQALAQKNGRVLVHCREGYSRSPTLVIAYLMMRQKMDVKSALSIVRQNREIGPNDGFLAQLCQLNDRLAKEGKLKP
Rv3671c protease: inhibits the M. tuberculosis serine protease Rv3671c | P9WHR9 | inhibition, % at 5.96 µM | 320,000 tested, 0.048% active; in the data active = inhibition above about 38%;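 note: extracellular domain of Rv3671c used as enzyme; 0% = enzyme with DMSO and 100% = no enzyme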
Target sequence (P9WHR9 whole entry, looked up, the tested form may be a part): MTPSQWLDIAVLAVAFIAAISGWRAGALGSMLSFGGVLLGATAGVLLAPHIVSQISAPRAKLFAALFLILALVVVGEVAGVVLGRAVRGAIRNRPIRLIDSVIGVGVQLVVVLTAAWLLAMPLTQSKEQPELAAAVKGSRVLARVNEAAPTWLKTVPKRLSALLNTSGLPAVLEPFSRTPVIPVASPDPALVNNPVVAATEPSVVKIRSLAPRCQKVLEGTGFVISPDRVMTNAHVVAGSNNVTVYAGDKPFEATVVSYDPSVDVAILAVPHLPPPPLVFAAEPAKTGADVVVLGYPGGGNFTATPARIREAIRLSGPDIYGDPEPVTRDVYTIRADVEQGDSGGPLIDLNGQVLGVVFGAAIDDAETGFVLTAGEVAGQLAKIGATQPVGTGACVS
* hit, by the source's call; ? = inconclusive; nt = no result given. Cut-off read from the data, not from the text of the source, unless noted: active = inhibition above about 30%; inconclusive = no clear call, values can overlap the other calls; inactive = below that. This is a subset. The share of hits here may be higher or lower than overall.

Structure,MazF activator,VHR inh abs,3CLpro inhibitor,Anthrax LF prot,CCHF vOTU inh,PriA SSB inh,BoNT F protease,Rv3671c protease,PrPC TRFRET,BoNT-A LC inh2
CCN(C(=O)CSc1nnc(-c2ccc(OC)cc2)n1N)c1c(N)n(Cc2ccccc2)c(=O)[nH]c1=O,5,nt,nt,-3,-5,10,-7,nt,-3,-0.4
COc1cccc(Cn2cnc3c(NS(=O)(=O)c4ccc(Cl)cc4Cl)c(C)c(C)cc32)c1,1,17,6,-3,-24,5,-8,-23,-1,1.6
CCN(Cc1ccccc1)C(=O)c1cccc(OC2CCN(C(=O)C3CC3)CC2)c1,-8,6,3,8,-5,-8,10,4,5,6.5
CCOC(=O)c1ccccc1NC(=O)CSc1nnc(COc2ccccc2C)n1C,-10,-1,2,-1,14,-9,7,-8,2,?
COc1ccc(N2CCN(C(c3cccs3)C(C)NS(=O)(=O)c3ccccc3)CC2)cc1 (centres undefined),5,-7,1,-11,-7,-13,-7,-9,3,-2.4
CN(c1ccccc1C(=O)Nc1ccccc1-c1ccccc1)S(C)(=O)=O,12,19,4,3,7,-21,?,nt,8,0.0
Cc1ccc(C)c(OCC(=O)Nc2ccc3c(c2)OCO3)c1,8,10,-1,0,nt,-10,-1,1,nt,0.2
COc1cccc(CN(C)C(=O)c2ccc(OCC(=O)Nc3cccc(C(F)(F)F)c3)c(OC)c2)c1,-6,nt,nt,-1,11,-8,-9,-12,18,-5.6
O=C1Nc2cc(Cl)c(Cl)cc2N(O)N1c1cc(Cl)cc(Cl)c1,2,32,4,-2,-14,-11,2,-4,-2,-0.4
N#Cc1nc(COc2ccc(F)cc2)oc1N1CCCCC1,8,9,3,-4,7,17,-3,3,-5,-0.6
O=C(COc1ccc(-n2cnnn2)cc1)NC(=O)NCc1ccccc1,-7,28,-5,4,4,-7,-22,-6,18,0.5
Cc1cc(N2CCCCC2)ccc1C=C1C(=O)N(C)C(=S)N(C)C1=O,-2,4,-1,0,6,3,-32,-53,10,8.6
O=c1c(C=Nc2ccc(Cl)cc2)c[nH]n1-c1cccc(Cl)n1,-6,20,4,-3,5,0,3,9,14,-0.5
CC(c1nnc(SCC(=O)c2c(N)n(C3CC3)c(=O)[nH]c2=O)n1-c1ccc(F)cc1)N(C)C (centres undefined),3,nt,nt,-1,23,-9,-2,-2,1,0.1
O=C(OCC(=O)N1CCCC1)c1c2c(nc3ccccc13)CCCCC2,2,17,-3,-1,1,-4,-2,-6,-10,0.6
Cc1ccc(CN2CCN(Cc3ccccc3F)CC2)cc1,2,-10,2,-4,-1,-6,4,-4,3,-1.0
Cc1sc2ncnc(OCC(=O)N3CCN(C(=O)c4ccco4)CC3)c2c1C,4,-13,1,-10,21,2,1,7,5,-1.0
O=C(CN(C(=O)CCC(=O)Nc1ccccn1)c1cccc(F)c1)NCc1ccc2c(c1)OCO2,4,-19,-2,2,-4,-2,-21,-1,1,0.2
S=c1[nH]nc(Nc2ccc(Cl)cc2)s1,-8,22,1,6,-8,1,-7,-5,-3,0.4
COCc1cc(=O)n2[nH]c(-c3ccc(C)cc3)cc2n1,0,16,-3,1,5,-22,4,12,3,-0.3
COc1ccc(/C=C/c2nc(N)nc(-c3ccccc3O)n2)cc1,15,1,2,-4,21,4,5,-8,3,-0.3
CCn1c(=O)c2c(nc3n2CCCN3Cc2ccccc2)n(C)c1=O,4,-13,2,-2,-6,-4,4,-2,1,1.0
COc1ccccc1N1CCN(C(=O)CCS(=O)(=O)c2ccc3c(c2)NC(=O)C(C)S3)CC1 (centres undefined),0,2,-11,-1,5,-14,-7,-11,4,-0.7
O=C(Cn1cc(C(F)(F)F)ccc1=O)N/N=C/c1cccc(Cl)c1,5,3,-1,-1,8,nt,-4,-4,-8,-1.5
CC1CC2(C)Oc3ccccc3C3OCC1(CO)C(C)C32 (centres undefined),0,-7,-1,-10,-10,-11,2,-8,8,4.4
Cc1ccc(NC(=O)CCn2c(=O)c3cccn3c3ccccc32)c(C)c1,-33,-26,-1,1,21,-10,1,-10,17,-0.1
CC(=O)Nc1ccc(NS(=O)(=O)Cc2ccccc2)cc1,8,21,3,-2,7,-9,-1,0,-3,-1.7
COc1ccc(C2(NC(C)=O)CCN(C(=O)c3ccco3)CC2)cc1,14,24,0,0,6,3,0,3,-4,-0.4
CCN1C[C@@]2(COC)C3[C@@H](OC)[C@H]4[C@@H]1[C@@]3(C1C[C@H]3[C@H](OC(C)=O)C1[C@]4(OC(C)=O)C[C@H]3OC)[C@@H](OC)C[C@H]2OC(C)=O (some centres undefined),7,nt,nt,-9,nt,-16,-2,-30,nt,1.1
CCOC(=O)C1=C(C)OC(N)=C(C(=O)OCC)C12C(=O)Nc1ccc(Br)cc12 (centres undefined),2,-4,2,0,3,-26,-6,-12,-7,-0.2
COc1ccc(C)cc1NC(=O)COCC(=O)O,1,3,-1,0,-4,-7,0,-9,-3,0.5
O=C(Nc1ccc(S(=O)(=O)Nc2ncccn2)cc1)C(F)(F)F,-11,4,6,-8,2,-4,3,-1,-8,-0.5
O=C(CCS(=O)(=O)c1ccccc1)Nc1ccc(-c2nc3ccccc3s2)c(O)c1,-38,3,4,-2,-7,-4,2,-22,1,0.1
Cc1ccnc(NC(=O)CCN2C(=O)c3ccccc3S2(=O)=O)n1,-5,nt,nt,nt,5,1,nt,nt,-6,nt
Cc1ccccc1-n1c(=O)c2ccccc2n2c(=O)[nH]nc12,4,-16,-4,4,26,4,-2,-11,-1,0.9
O=C1CSC(=Nc2cccc(Cl)c2Cl)N1,-7,16,5,-1,6,-10,2,-3,6,1.7
Cc1cc(Cl)ccc1OCC(=O)Nc1nc(-c2cccs2)cs1,-2,23,3,-4,12,-15,-7,-81,-6,-0.8
CN(Cc1ccccc1)C(=O)CN(C1CCCCC1)S(C)(=O)=O,2,-11,2,nt,7,-1,nt,3,2,nt
O=C(N/N=C/c1cc(Br)cc([N+](=O)[O-])c1O)c1ccc(NC(=O)c2ccc(F)cc2)cc1,4,103,-1,-1,-3,nt,1,13,5,4.0
CSc1ccccc1NS(=O)(=O)c1ccccc1,12,7,2,-1,3,0,-3,12,-6,-3.1
Cc1ccnc2nc(C(=O)Nc3nnc(-c4ccccc4)o3)nn12,3,28,2,-6,-3,1,7,2,7,0.7
Cc1ccc(NC(=S)N2CCOCC2)c(C)c1,3,-8,-2,nt,5,-22,nt,-7,-3,nt
C/C(=N\Nc1nc(C)cc(-c2ccccc2)n1)c1cccc(N)c1,7,-7,-2,-10,5,nt,?,5,-2,-2.9
CNCC(O)COc1cccc(OC)c1 (centres undefined),-4,22,6,-2,1,-10,1,-4,0,0.0
O=C(CCC1CCCN(C(=O)c2ccsc2)C1)N1CCN(c2ccccn2)CC1 (centres undefined),-4,27,5,-6,-6,-11,4,5,-7,-0.1
COc1ccc(-c2cc(C(=O)NCCN3CCOCC3)c3ccccc3n2)cc1,-5,-11,2,-1,-37,-10,-5,6,-16,0.3
CCc1ccc(C2=CSC3=NCCN23)cc1,16,9,-2,-5,-8,-12,-9,7,1,-2.1
Cc1nn(C)c(C)c1S(=O)(=O)N1CCCC(C(=O)NCCc2ccc(Cl)cc2)C1 (centres undefined),6,11,-3,-5,-2,-3,-7,-2,1,-0.3
CC(C)(C)C(=O)Nc1cc(S(=O)(=O)Nc2ccc(Cl)cc2)ccc1O,3,7,3,4,-7,1,-8,-12,1,0.3
O=C(c1ccccc1Cl)N(Cc1ccc(Cl)c(Cl)c1)N1C(=O)CCCC1=O,1,-5,3,-6,-2,-2,-10,5,6,-1.3

Complete entries from above.
Record of COc1ccc(C2(NC(C)=O)CCN(C(=O)c3ccco3)CC2)cc1 → MazF activator = 14; VHR inh abs = 24; 3CLpro inhibitor = 0; Anthrax LF prot = 0; CCHF vOTU inh = 6; PriA SSB inh = 3; BoNT F protease = 0; Rv3671c protease = 3; PrPC TRFRET = -4; BoNT-A LC inh2 = -0.4
Record of Cc1ccc(NC(=O)CCn2c(=O)c3cccn3c3ccccc32)c(C)c1 → MazF activator = -33; VHR inh abs = -26; 3CLpro inhibitor = -1; Anthrax LF prot = 1; CCHF vOTU inh = 21; PriA SSB inh = -10; BoNT F protease = 1; Rv3671c protease = -10; PrPC TRFRET = 17; BoNT-A LC inh2 = -0.1

Remaining list, next part
Structure,MazF activator,VHR inh abs,3CLpro inhibitor,Anthrax LF prot,CCHF vOTU inh,PriA SSB inh,BoNT F protease,Rv3671c protease,PrPC TRFRET,BoNT-A LC inh2
COc1ccc(C)cc1NC(=O)c1nn(C)c(C(=O)Nc2cc(C)ccc2OC)c1[N+](=O)[O-],17,39,3,nt,-5,-9,nt,-11,-7,nt
CCCCS(=O)CC(COC)OC(=O)c1ccccc1 (centres undefined),-10,26,6,-3,0,-5,-1,1,-2,-0.4
Cc1nc2sc(C(c3cccs3)N3CCOCC3)c(O)n2n1 (centres undefined),-7,8,3,-7,4,-5,4,8,-5,0.5
CCCCN(C(=O)c1c(C)noc1C)c1c(N)n(CCC)c(=O)[nH]c1=O,3,nt,nt,-1,14,5,6,-3,-2,0.1
Cc1c(CCC(=O)N[C@@H](CC(C)C)C(=O)O)c(=O)oc2cc3oc4c(c3cc12)CCCC4,-6,5,0,-4,-10,-1,-21,-13,-4,-2.4
CC(C)(C)C1CCC(=NNC(=S)Nc2cccnc2)CC1 (centres undefined),4,30,1,-4,-2,0,1,-3,3,-1.1
O=c1nc2s/c(=C\c3ccco3)c(=O)n2nc1Cc1ccccc1,-2,0,-6,0,nt,nt,-4,5,nt,0.1
CCCCN(CC)C(=O)c1cc2c(=O)n3cccc(C)c3nc2s1,14,18,-7,20,-52,3,8,0,0,1.4
COc1ccc(CNC(=O)c2nnn(Cc3ccc(OC)cc3)c2N)cc1,-4,12,-6,-5,-2,-13,-1,0,4,-0.9
COc1ccc(Nc2nc(=O)[nH]nc2C)cc1,9,2,-1,-6,0,-5,2,9,-5,-0.1
C=C(C)CCC1(C)NC(=O)N(c2ccccc2)N1 (centres undefined),10,-15,0,nt,-10,3,nt,1,7,nt
O=C(NCCC(c1ccccc1)c1ccccc1)c1ccc(Br)o1,-1,23,5,1,16,-7,-1,3,4,-0.7
